# Compound activity (PubChem)
# POLK inh: inhibitors of human DNA polymerase kappa | AID 588579 | purified Pol kappa, fluorescent DNA synthesis assay, 10 min | 0.53% of 400,000 active | Potency, µM (doses to about 107 µM), without a hit: top-dose activity, negative = inhibition, usual class: inhibitors; also: potency is read from the fitted curve at half-maximal effect; % is scaled to controls: 0 for no effect and ±100 for the full control effect
#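 Kinetic fluorescence readout at 0 and 10 min followed reaction start with substrate at 50 nM final. Beforehand, enzyme (10 nM Pol kappa) stood 15 min with compound at room temperature; buffer-only wells were negative controls.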
# TRHR agonist: activates the human TRH receptor | 0.18% of 360,000 active | AID 493084 | TRHR cells, calcium flux fluo-8, FDSS agonist mode | activation, % at 2 µM | P34981; in the data active = activation above about 30%; also: 0% is about no effect
# Target sequence (P34981 whole entry, looked up): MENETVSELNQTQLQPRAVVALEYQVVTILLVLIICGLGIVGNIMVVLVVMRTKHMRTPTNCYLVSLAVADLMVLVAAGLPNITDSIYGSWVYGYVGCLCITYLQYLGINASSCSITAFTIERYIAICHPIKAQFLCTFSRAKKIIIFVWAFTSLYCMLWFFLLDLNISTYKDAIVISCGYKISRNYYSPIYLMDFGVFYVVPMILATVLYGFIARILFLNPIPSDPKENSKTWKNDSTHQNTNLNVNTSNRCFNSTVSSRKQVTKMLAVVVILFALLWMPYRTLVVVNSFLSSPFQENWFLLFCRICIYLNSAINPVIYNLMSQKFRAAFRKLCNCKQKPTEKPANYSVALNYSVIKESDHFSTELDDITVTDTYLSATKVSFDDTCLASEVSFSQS
#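 In this calcium-flux screen, cells bearing human TRHR are dye-loaded with fluo-8, baselined for 10 cycles, then exposed to library compounds; positive kinetic calcium responses during the agonist phase mark hits, with TRH as control.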
# BLM inh: Bloom syndrome helicase (human) inhibition | recombinant BLM DNA unwinding, fluorescence dequenching | P54132 | Potency, µM (series often up to 56.1 µM), for the others: at the top dose activity change, negative = inhibition, actives largely listed as inhibitors | 0.2% of 350,000 active | AID 2528;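 also: potency is read from the fitted curve at half-maximal effect; plate controls were vehicle for no effect and no enzyme for full effect; nearly all actives have a fitted effect of over 35% in size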
# POLI inh: blocks human DNA polymerase iota activity. Pol iota fluorescent replication assay, 10 min. Potency, µM (highest dose often 115 µM), for the others: at the top dose activity, negative = inhibition, actives largely listed as inhibitors. 1% of 390,000 active. AID 588590; also: potency is read from the fitted curve at half-maximal effect
#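 Fluorescent replication assay read twice, at 0 min and 10 min after adding 50 nM (final) substrate. Enzyme (10 nM) and compounds were first incubated 15 min at room temperature; enzyme-free buffer wells were negative controls.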
# ERG-DNA inh: blocks human ERG Ets domain binding to DNA. P11308. fluorescence polarization, His-ERG Ets domain / labelled DNA. Potency, µM (top dose mostly 76.9 µM), for the others: at the top dose FP activity, negative = inhibition, actives largely listed as inhibitors. 0.028% of 370,000 active. AID 624246; active = well fitted inhibition curve with a large enough effect in the polarisation, with a control signal flat; inconclusive = small, poorly fitted or top-dose-only effect, or effect the other way, or a change in a side signal; inactive = no such curve, though single readings can be large or run the other way; the % refers to the polarisation;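 also: polarization taken with two DNA probes labelled with fluorescein and Texas red; potency is read from the fitted curve at half-maximal effect; % of control where 0% means no effect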
# Target sequence (P11308 whole entry, looked up, the tested form may be a part): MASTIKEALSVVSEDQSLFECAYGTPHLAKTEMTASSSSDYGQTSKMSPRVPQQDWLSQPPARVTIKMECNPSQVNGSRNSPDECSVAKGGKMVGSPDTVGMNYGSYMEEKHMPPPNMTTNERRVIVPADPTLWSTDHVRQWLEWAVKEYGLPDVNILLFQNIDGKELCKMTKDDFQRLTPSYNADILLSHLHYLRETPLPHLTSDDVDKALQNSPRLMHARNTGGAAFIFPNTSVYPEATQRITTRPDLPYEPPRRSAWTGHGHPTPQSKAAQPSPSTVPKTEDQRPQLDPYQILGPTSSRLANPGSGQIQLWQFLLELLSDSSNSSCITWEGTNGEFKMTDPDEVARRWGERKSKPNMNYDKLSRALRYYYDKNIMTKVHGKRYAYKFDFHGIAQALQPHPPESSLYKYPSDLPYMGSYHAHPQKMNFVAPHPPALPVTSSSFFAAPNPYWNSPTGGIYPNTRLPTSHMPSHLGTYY
#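 His-tagged ERG Ets domain (1 uM in the protein solution; 300mM KCl, 50mM Tris-HCl, 1mM EDTA, 1mM DTT, pH 7.5) received compound, then a probe mix of 5 nM fluorescein-DNA and 100nM Texas-615-DNA. Fluorescence polarization was read for both dyes.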
# Pol beta inh: blocks human DNA polymerase beta activity; AID 485314; 1.3% of 340,000 active; Pol beta primer extension/strand displacement, fluorescence kinetic; Potency, µM (top dose mostly 114 µM), for inactives: at the top dose activity change, negative = inhibition, most hits filed as inhibitors; also: potency is read from the fitted curve at half-maximal effect; % is scaled to controls: 0 for no effect and ±100 for the full control effect
#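 10 nM enzyme + cpd, 15 min RT; start with substrate 50 nM final; read 0 min and after 10 min RT. Corrected, normalized data; 4-parameter Hill curve fit.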
# APE1 inh: inhibitors of human APE1 endonuclease; AID 2517; Potency, µM (highest dose often 65.8 µM), for inactives: at the top dose activity change, negative = inhibition, usual class: inhibitors; 0.35% of 350,000 active; recombinant APE1, TAMRA/BHQ-2 abasic DNA cleavage fluorescence; P27695;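 also: potency is read from the fitted curve at half-maximal effect; plate controls were vehicle for no effect and reference inhibitor for full effect; nearly all actives have a fitted effect of over 55% in size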
#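 Quantitative HTS: incision of a TAMRA/BHQ-2 double-stranded substrate bearing a tetrahydrofuran abasic site by 0.75 nM APE1 raises fluorescence. Substrate 50 nM final, added after 15 min compound preincubation at room temperature; progress as third-minus-first kinetic read difference.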
# 12-LOX inh: blocks human arachidonate 12S-lipoxygenase. P18054. purified 12hLO, xylenol orange hydroperoxide absorbance. Potency, µM (highest dose often 108 µM), without a hit: top-dose activity change, negative = inhibition, most hits filed as inhibitors. 1.1% of 580,000 active. AID 1671190; also: potency is read from the fitted curve at half-maximal effect; % is scaled to controls: 0 for no effect and ±100 for the full control effect
#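 Purified human 12hLO (150 nM final) in 25 mM Hepes, 0.01% Triton X-100, pH 7.0 was preincubated 15 min at room temperature with compound. Then 40 uM arachidonic acid was added, 30 min. Hydroperoxide was read by Fe-XO absorbance ratio 573/405 nm.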
# Anesthetic bind: binds horse apoferritin like a general anesthetic. P02791. apoferritin/1-aminoanthracene competitive binding, fluorescence. Potency, µM (series often up to 77.5 µM), for inactives: at the highest dose activity change, negative = displacement, most hits filed as inhibitors. 0.074% of 350,000 active. AID 485281; also: potency is read from the fitted curve at half-maximal effect; % is scaled to controls: 0 for no effect and ±100 for the full control effect; nearly all actives have a fitted effect of over 20% in size
#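 10 uM apoferritin + 50% sat. 1-AMA, PBS; cpd 10 min RT; Ex380/Em535 endpoint; normalized to free probe vs complex; 4-param Hill fit; propofol titration as pos. ctrl.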
# * hit, by the source's call; ? = inconclusive; . = not tested or not shown; & = joins results of further samples; [ ] = another dose, or the depositor's remark. Unless noted, calls follow the shape of the dose curve; as a rule, active = well fitted curve in the direction sought with a large enough effect; inconclusive = small, poorly fitted or top-dose-only effect, or another doubt; inactive = no such curve, though single readings can be large; an effect the other way counts as inactive or inconclusive. A portion of the library; rates above refer to the full screens.
[1] CC(=O)c1ccc(NC(=O)c2cn(C)c(=O)c3ccccc23)cc1
[2] COc1ccccc1-c1nnc(SCC(=O)O)n1C
[3] Cc1nc(C)c(C(=O)OCC(=O)Nc2ccccc2SCC#N)s1
[4] C[C@@H]1CC[C@@]2(O[C@H](CCO)C[C@H](O)[C@H]2O)O1
[5] COc1ccc(C)cc1-n1c(SCC(=O)NC2CC2)nc2ccccc2c1=O
[6] O=C(c1cccc(F)c1)N1CCC[C@@]2(CCN(c3ccccc3)C2)C1
[7] COc1ccccc1-c1nnc(NC(=O)C(C)Sc2nncn2C)s1 (stereo not drawn)
[8] CN(CC(=O)NCCC1=CCCCC1)S(=O)(=O)c1ccc2c(c1)c(=O)n(C)c(=O)n2C

entry no.,1,2,3,4,5,6,7,8
POLK inh,-3%,-5%,-3%,-1%,-3%,-13%[60.1 µM],17%,-19%
TRHR agonist,0.2,0.0,4.3,0.6,-0.3,.,-0.3,-0.4
BLM inh,-4%,0%,.,-1%,.,-7%,1%,-6%
POLI inh,-1%,-8%,69%[activator],-4%,16%,.,31%[activator],79µM*
ERG-DNA inh,-7%,.,-1%,-12%,2%,.,7%,-10%
Pol beta inh,21%,7%,.,46%,.,.,?,5%
APE1 inh,.,-5%,-7%,5%,48%[activator],17%,-3%,-4%
12-LOX inh,-16%&12%,4%,0%,0%,313%[activator],-8%[57.4 µM],1%,0%[57.4 µM]
Anesthetic bind,2%,-20%,.,-3%,.,.,-19%,?

[9] Cc1cc(NS(=O)(=O)c2ccc(NC(=O)CNS(=O)(=O)c3ccccc3)cc2)nc(C)n1
[10] CC(Oc1ccccc1)C(=O)Nc1oc(-c2ccco2)c(-c2ccco2)c1C#N (stereo not drawn)
[11] CCCCNC(=O)CO/N=C(\C)c1cc2ccccc2o1
[12] N/C(CCS(=O)(=O)c1ccc(Cl)cc1)=N\OC(=O)c1ccccc1C(F)(F)F
[13] Cn1c(=O)[nH]c(=O)c2c1nc(SCCO)n2CC(O)COc1ccccc1 (stereo not drawn)
[14] Cc1cc(OCC(=O)Nc2ccccc2C)no1
[15] CC1CC(C)CN(C(=O)c2ccc3c(=O)n(Cc4ccc5c(c4)OCO5)c(=S)[nH]c3c2)C1 (stereo not drawn)
[16] CCCC(=O)NC(c1ccc2c(c1)OCO2)c1cc(Cl)c2cccnc2c1O (stereo not drawn)

entry no.,9,10,11,12,13,14,15,16
POLK inh,-11%,?,-8%,-6%,1%,-21%,-1%,-6%
TRHR agonist,.,0.0,-1.0,-1.2,-1.1,0.2,0.5,8.1
BLM inh,.,-9%,0%,-7%,0%,.,-2%,-2%
POLI inh,77%[activator],?,10%,36%[activator],40%[activator],13%,5%,11%
ERG-DNA inh,7%,19%,-1%,-3%,-2%[15.4 µM],-2%,-11%,4%
Pol beta inh,.,?,5%,-3%,1%,.,11%,0%
APE1 inh,29%,-9%,-5%,-1%,4%,-2%,0%,-4%
12-LOX inh,4%,?,15%,7%,?,157%[activator],0%,.
Anesthetic bind,.,-5%,2%,-12%,-5%,.,?,3%

[17] O=C(NC1CCCC1)c1cccc2c1C(=O)c1ccc(Cl)cc1S2(=O)=O
[18] Cc1cc(Cn2nc(C(=O)NCc3cccc(C(F)(F)F)c3)cc2-c2ccccc2)on1
[19] N#CC1=C(C=Nc2ccccc2O)CCC1
[20] O=C(CSc1ncn[nH]1)Nc1ccc2c(c1)CCC2
[21] Cc1ccc(CN2CCCn3nc(C(=O)NCc4cc(C)ccc4C)cc3C2=O)cc1
[22] CC(=O)c1c(C)[nH]c(C(=O)OCC(=O)N2CCCC2=O)c1C
[23] Cc1ccc(CNC(=S)Nc2ccc(NS(=O)(=O)c3ccc(C)cc3)cc2)cc1
[24] Cc1ccc(C(C)C)c(O)c1C(=O)O

entry no.,17,18,19,20,21,22,23,24
POLK inh,-10%,-14%,-14%,-17%,-10%[60.1 µM],0%,-6%,0%
TRHR agonist,-0.7,0.6,0.1,0.3,-0.2,0.8,0.3,.
BLM inh,.,.,-2%,1%,-8%,.,-1%,.
POLI inh,32%[activator],?,23%,12%,-12%,-6%,10%,-17%
ERG-DNA inh,-2%,-3%,-1%,?,3%,-4%,26%,-11%
Pol beta inh,.,.,16%,15%,29%,.,5%,.
APE1 inh,-4%,-15%,-2%,-1%,.,15%,13%,.
12-LOX inh,-19%,?,0%,-18%,0%,70%[activator],?,-11%
Anesthetic bind,.,.,-11%,5%,36%[activator],.,-1%,.

[25] CCC(Sc1nc(=O)cc(N)n1-c1cccc(C)c1)C(=O)Nc1cc(C)on1 (stereo not drawn)
[26] CCOC(=O)c1c(S(=O)(=O)Nc2cccc(Cl)c2)c(C)n(C)c1C
[27] Cc1ccc(CCNc2ncnc3onc(-c4ccc(Cl)cc4)c23)cc1
[28] O=C(NCC1CCCO1)c1ccc(Oc2ccc([N+](=O)[O-])cc2Cl)cc1 (stereo not drawn)
[29] COc1cc(C#N)ccc1OC(=O)c1cccc(S(=O)(=O)N2CCN(C)CC2)c1
[30] COc1ccccc1C(=O)NCC(=O)N/N=C/c1ccc2c(c1)OCO2
[31] COc1cc2cc[n+](Cc3ccc([N+](=O)[O-])cc3)cc2cc1OC
[32] O=C(O)Cc1ccc(NC(=O)Nc2ccc(Br)cc2)cc1

entry no.,25,26,27,28,29,30,31,32
POLK inh,-7%[60.1 µM],-3%,-7%,-5%,-18%,-5%,-7%[60.1 µM],-2%
TRHR agonist,0.2,-0.5,-0.1,-0.2,-0.4,-0.2,0.9,-0.6
BLM inh,-2%,-1%,-9%,-4%,.,1%,5%,-5%
POLI inh,8%,-6%,46%[activator],-6%,12%,?,-12%,22%
ERG-DNA inh,.,-3%,-9%,9%,-5%,-8%,-9%,5%
Pol beta inh,6%,-4%,2%,-24%,.,0%,10%,1%
APE1 inh,-5%,0%,.,-4%,-9%,5%,-1%,-4%
12-LOX inh,-8%,4%,-22%,-6%,3%,9%,-37%,-12%
Anesthetic bind,-13%,-10%,-6%,?,.,?,1%,-8%

[33] CC1CC(C)CN(CCCNC(=O)CN2C(=O)CSc3ccc(S(=O)(=O)N4CCOCC4)cc32)C1 (stereo not drawn)
[34] O=C(OCC(=O)N1CCCC1)c1ccc(OC(F)(F)F)cc1
[35] COc1ccc(-c2noc3c2-c2nc(-c4ccc(Cl)cc4)sc2CC3)cc1
[36] CO/N=C/NC(=O)c1c(OC)ccnc1Oc1ccccc1
[37] COc1cccc(-c2c(C#N)c(N)nc3c2c(C)nn3-c2ccccc2)c1O
[38] Cc1ccc(OCC(=O)N(C)C2CCCCC2)c([N+](=O)[O-])n1
[39] CCN(C(=O)c1ccc(=O)[nH]c1)c1c(N)n(Cc2ccccc2)c(=O)[nH]c1=O
[40] Cc1ccc2nc(-c3ccc(NC(=O)CSc4nc(N)cc(=O)[nH]4)cc3)sc2c1

entry no.,33,34,35,36,37,38,39,40
POLK inh,1%,-5%,6%,-21%,-14%[60.1 µM],-7%,4%,-10%
TRHR agonist,0.0,-2.2,-2.7,0.5,-0.2,.,0.1,0.3
BLM inh,0%,-2%,-1%,-4%,-13%,.,.,-6%
POLI inh,17%,32%[activator],9%,?,-23%,80%[activator],-11%,-20%
ERG-DNA inh,-5%,-2%,7%,5%,-6%,4%,-4%,13%
Pol beta inh,13%,19%,34%,21%,19%,.,.,-2%
APE1 inh,30%,?,-5%,-2%,-10%,-8%,21%,-8%
12-LOX inh,10%,1%,6%,-23%,?,-2%,186%[activator],-14%
Anesthetic bind,-6%,-5%,-9%,-4%,-17%,.,.,3%

[41] COc1ccccc1/C=C1\SC(=O)N(CCC(=O)N(C)C2CCS(=O)(=O)C2)C1=O (stereo not drawn)
[42] CCOC(=O)c1c(C)[nH]c(CCC(=O)NCc2ccc(OC)cc2OC)c1C
[43] CCOC(=O)C1=C(C)NC(=O)NC1c1cn(-c2ccccc2)nc1-c1ccc(OCC)cc1 (stereo not drawn)
[44] CCOc1ccccc1N1CCN(C(=S)Nc2ccc(S(N)(=O)=O)cc2)CC1
[45] CCc1ccc(CC(=S)N2CCOCC2)cc1

entry no.,41,42,43,44,45
POLK inh,-5%,5%[60.1 µM],-7%,-10%,?
TRHR agonist,-0.5,0.0,-0.5,-0.2,-0.1
BLM inh,2%,0%,-23%,-1%,-15%
POLI inh,34%[activator],33%[activator],15%,12%,26%
ERG-DNA inh,-3%,-2%,-10%,-1%,-2%
Pol beta inh,9%,1%,2%,6%,-22%
APE1 inh,25%,.,.,12%,0%
12-LOX inh,0%,-9%,0%,-18%,-7%
Anesthetic bind,-20%,-20%,-8%,-3%,-18%
